# Screens as filed in PubChem.
# mHTT CaM bind: inhibitors of human mutant huntingtin-calmodulin interaction; P42858; AlphaScreen His-mHTT/GST-CaM binding, luminescence; inhibition, % at 15 µM; hit rate 3.6% among 190,000; AID 1671202;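 note: 0% = both proteins with DMSO and 100% = one protein alone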
# Pf apPOL inh: Pf-apPOL DNA polymerase inhibition | hit rate 0.25% among 210,000 | Recombinant Pf-apPOL, molecular beacon fluorescence, 1.5 h | inhibition, % at 10 µM | AID 1794808
# Active calls of the source: *; i = inactive; · = no result given; + = active, no number; & = joins results of further samples. Cut-off read from the data, not from the text of the source: active = inhibition above about 50%; inactive = the rest.
SMILES,mHTT CaM bind,Pf apPOL inh
CC1=NOC(=O)/C1=C/c1ccc(OCc2ccccc2F)c(Cl)c1,2,-9
COc1ccccc1N1CCN(S(=O)(=O)c2ccc(F)cc2)C(C)C1=O (configuration not stated),-9,1
COc1ccc(CC(=O)Nc2cc(C)nn2C2CCS(=O)(=O)C2)cc1OC (configuration not stated),-17,-7
Cc1ccc(N=Cc2nc(-c3ccccc3Br)oc2O)cc1Cl,3,2
CC(C)OCCCNC(=O)c1cccc(CN2C(=O)C3CCCN3C(=O)c3ccccc32)c1 (configuration not stated),-9,-1
COc1cc(N=c2oc3c(C)ncc(CO)c3cc2C(=O)Nc2ccccc2)cc(OC)c1,10,0
COC(=O)c1c(N)sc2c1CCCC2,8&2,1
CC(=O)c1ccc(NC(=O)c2ccccc2I)cc1,5,-2
CN(C)c1ccc(/C=C/C=N/NC2=NS(=O)(=O)c3ccccc32)cc1,+,·
Cc1nc(C(F)(F)F)nc(Sc2ccc(Cl)cc2)c1C,·,6
Cc1nc(-c2ccccc2)sc1C(=O)Nc1c(C)nc2sc(C)c(C)n2c1=O,-10,-2
Cc1nn(-c2ccc([N+](=O)[O-])cc2)c(C)c1NS(=O)(=O)c1ccccc1,8,-1
COc1ccc(C(=O)Nc2ccc3[nH]c(-c4cccc(OC)c4)cc(=O)c3c2)cc1,6,-1
Cc1noc(C)c1S(=O)(=O)N=S(C)(=O)c1ccc(Cl)cc1 (configuration not stated),·,-15
O=C(Nc1cccc(NC(=O)c2sc3ccccc3c2Cl)c1)c1cccs1,-2,-6
N=c1c(C(=O)NC2CCCCC2)cc2c(=O)n3ccccc3nc2n1C1CCCC1,-5,-8
Cc1cc(C(C)(C)C)ccc1OCCCn1ccnc1,23,-2
COc1ccc(Cl)cc1S(=O)(=O)NCC(c1ccc2c(c1)CCN2C)N(C)C (configuration not stated),69*,-10
O=C(NCc1ccc(-n2ccnc2)cc1)c1ccc(F)cc1,3,4
O=C(O)CCCOc1ccc([N+](=O)[O-])cc1,-2,22

# Profiles as entered above. Screens in order: mHTT CaM bind	Pf apPOL inh
# Cc1noc(C)c1S(=O)(=O)N=S(C)(=O)c1ccc(Cl)cc1 (configuration not stated) reads ·	-15
# CN(C)c1ccc(/C=C/C=N/NC2=NS(=O)(=O)c3ccccc32)cc1 reads +	·
# COc1cc(N=c2oc3c(C)ncc(CO)c3cc2C(=O)Nc2ccccc2)cc(OC)c1 reads 10	0
# COc1ccc(CC(=O)Nc2cc(C)nn2C2CCS(=O)(=O)C2)cc1OC (configuration not stated) reads -17	-7

# The listing continues:
SMILES,mHTT CaM bind,Pf apPOL inh
C=CCN1CC(COc2ccc(OC)cc2)OCCS1(=O)=O (configuration not stated),0,-3
COc1ccccc1OCc1nc(C(=O)N2CCCC2)cs1,0,-2
COc1ccc(OCC(=O)Nc2cc(OC)c(OC)cc2C(=O)O)cc1,-4,-6
O=C(CC1CCCC1)NCC(O)c1ccoc1 (configuration not stated),-1,-3
OCc1nc2ccccc2n1Cc1ccccc1,0,1
O=C1NCCCn2nc(C3CCN(C(=O)C4(c5ccccc5)CC4)CC3)cc21,0,-3
O=C(c1csc2ccccc12)N1CCN(c2ccc(Cl)c(Cl)c2)CC1,-4,-1
Cc1ccc2[nH]c(C(=O)NC3CC3)cc2c1,3,-5
CC(C)c1cc(C(=O)NC2CC2)nc2cc(-c3ccccn3)nn12,4,-5
O=C(Nc1nnc(COc2ccccc2)o1)c1ccco1,16,6
O=C(c1ccc(S(=O)(=O)N2CCCCC2)cc1)N1CCCCC1c1cccnc1 (configuration not stated),1,-14
CCCn1cc(SCC(=O)Nc2ccc(OC)cc2OC)c2ccccc21,2,-3
Cn1nc(C(=O)NC2(c3nc(-c4ccccc4)no3)CCCCC2)c2ccccc21,2,11
COc1ccc(N2CCN(CCCNC(=O)c3csc4c3CCCCC4)CC2)cc1,24,0
COCCN=C1Nc2ccccc2NC12CCCN(C(=O)c1ccccc1C)C2 (configuration not stated),5,-3
O=C(O)c1ccc(CO)cc1,·,0
Cc1ccsc1/C=C1N=C(/C=C/c2ccc(Cl)cc2)OC\1=O,4,1
N#C/C(=C\c1cccnc1)c1nnc2n1CCCCC2,3,-9
CC1=C(C)CC2C(=O)N(Cc3ccccc3)C(=O)C2C1 (configuration not stated),-6&-11,-1&-5
COc1cccc(CN[C@H]2CCC23CCC(C)CC3)c1 (some centres not stated),-12,-9
CS(=O)(=O)Nc1ccc(F)cc1,-5,-1
CC(=O)c1cccc(NC(=O)CN(C)S(=O)(=O)c2ccc(Cl)cc2)c1,-3,-1
O=C(c1ccc(F)cc1)N(Cc1cc(-c2cccs2)on1)C1CC1,-9,0
C=CCOc1ccc(/C=C2/C(=O)ON=C2C)cc1Br,41,-1
O=C(CCN1CCOCC1)Nc1cc(Cl)cc(Cl)c1,·,-1&7
CCOc1ccccc1C1C2=C(CC(C)(C)CC2=O)Nc2ncnn21 (configuration not stated),0,-16
O=C(CSc1nc(-c2ccccc2)nc2c1CCCC2)c1ccc(O)c(O)c1,52*,2
Cc1c(C)c2c(c(C)c1N)NC(=O)CO2,4,·
COc1cc(CN2CCSCC2)cc(I)c1O,6,-2
CC(=O)O/N=C/c1ccc(-c2ccc([N+](=O)[O-])cc2)o1,i,-6
CC(C)Cc1cc(-c2ccc([N+](=O)[O-])cc2)c(C#N)c(N)n1,4,0
COc1ccccc1CNC(=O)CCc1csc(NC(=O)c2ccc(F)cc2)n1,-3,-3
O=C(NCc1ccc(-n2cccn2)cc1)c1cnn2c1NC(c1ccco1)CC2C(F)(F)F (configuration not stated),17,-2
CC1=CCC23CC1C(=O)C=C2CC(C)(C)CC3=O (configuration not stated),·,-18
CCC(=O)NCCc1csc(C2CCCN(C(=O)c3cc(C)ccc3C)C2)n1 (configuration not stated),-8,-4
COc1ccc(C(=O)Nc2ccc(N3CCOCC3)cc2)cc1,5,-3
COc1ccc(CC(=O)N2CCCC2c2cc(C(C)C)no2)cc1 (configuration not stated),-1,-5
CC(=O)NC(=C(Cl)Cl)S(=O)(=O)c1ccc(Cl)cc1,-6,-16
CCc1cc(C2CCCN2Cc2cccc(OC)c2O)on1 (configuration not stated),-5,-3
CC1=N/C(=C/c2ccc(Br)cc2)C(=O)O1,-3,17
COc1ccc(NC(=O)c2ccccc2C)c(OC)c1,-2,0
COc1ccc(N2CCN(C(=O)c3cccc([N+](=O)[O-])c3C)CC2)cc1,4,-5
COc1ccc(C2c3c(n(C)c(=O)n(C)c3=O)N=C3c4ccccc4C(=O)C32)cc1 (configuration not stated),4,9
CC(C)(C)n1nc2c(c1NC(=O)Cc1cccs1)CSC2,23,0
CCN1CCN(CC(=O)N2CCCc3c2c(=O)oc2ccc(OCc4ccccc4)cc32)CC1,12,1
COc1ccc(C)cc1NC(=O)N1CCC(c2nc(C(=O)N3CCOCC3)c(C)o2)CC1,2,0
Cc1ccc(S(=O)(=O)CCC(=O)Nc2cccc(C)c2)cc1,0,0
O=C(Nc1ccc(N2CCCN(Cc3ccncc3)CC2)nc1)c1ccccc1F,9,-5
COc1ccc(N2C(=O)c3ccccc3NC2c2ccccc2O)cc1 (configuration not stated),-1,0
CC1(O)N(Cc2ccco2)C(=O)OC12CCCCC2 (configuration not stated),3,-8
CCC(C(=O)NCC1(CO)CC1)c1ccccc1 (configuration not stated),-14,-4
CCOc1ccc(C2Oc3nc(SC)nnc3-c3ccccc3N2C(C)=O)cc1C (configuration not stated),42,0
CCCc1cc2c(=O)c(-c3ccc4c(c3)OCO4)c(CC)oc2cc1OC(C)C,-8,2
COc1ccc2c(c1)N(C)/C(=C1/OC(=S)N(C)C1=O)S2,-6,·
COc1cc(C2Nc3ccc(Br)cc3-c3nnc(SC)nc3O2)cc(OC)c1O (configuration not stated),-1,-7
CN1C(=O)C2(CCN(C(=O)COc3ccc(Cl)cc3)C2)c2ccccc21 (configuration not stated),17,-3
COc1ccc(OC)c(Nc2nc3nonc3n3nnnc23)c1,-7,-6
Cc1cc(NC(=O)CCCN2C(=O)c3cccnc3C2=O)ccc1Br,5,-11
CC(=O)N1CCN(c2ccc([N+](=O)[O-])c(NCCc3ccccc3)c2)CC1,47,-6
Cc1ccc(OCC(=O)Nc2ccncc2)cc1C,-4,-5

# (next part)
SMILES,mHTT CaM bind,Pf apPOL inh
COc1ccc(NC(=O)c2cnn3c(C(F)(F)F)cc(-c4cccs4)nc23)c(OC)c1,17,-4
COc1cc(C2CC(=O)Nc3n[nH]c(C)c32)ccc1OCc1ccccc1F (configuration not stated),16,-7
CCOc1ccc(-c2[nH]nc3c2C(c2ccco2)C(C#N)=C(N)O3)c(OCC)c1 (configuration not stated),28,-3
CCN1CCCC1CNC(=O)c1cc([N+](=O)[O-])c(N(C)C)cc1OC (configuration not stated),-2&2,1&-2
COc1ccc(-c2[nH]c3ccccc3c2SCCNC(=O)C23CC4CC(CC(C4)C2)C3)cc1,15,0
CSC(=NC#N)N=c1nc(SC)n(C)n1C,·,-1
Cc1sc2ccn(C)c(=O)c2c1C(=O)NCC1CCCO1 (configuration not stated),-13,0
Cc1cc2ccccn2c1C(=O)C(=O)O,13,-10
CC(C)c1ccc(C(=O)Nc2cccc(F)c2)cc1,-18,0
CCCn1cnc2c1c(=O)n(CC)c(=O)n2-c1ccc(F)cc1,10,0
Cc1cccc(N=c2oc3c(C)ncc(CO)c3cc2C(=O)Nc2ccc(F)cc2F)c1,6,1
S=c1[nH]ccc2ccccc12,-1,·
Cc1ccc(OCC(O)CN)cc1 (configuration not stated),3,-105
C=CCNC(=O)CN(c1ccc(OC)cc1OC)S(=O)(=O)c1ccccc1,1,3
Cc1occc1C(=O)Nc1ccc(CC(=O)O)cc1,-1,-6
CC(C)n1c(=O)c2c(ncn2Cc2ccccc2)n(-c2ccc(F)cc2)c1=O,6,-4
CCC(=O)N1CCN(c2nc3c(s2)CC(C(=O)Nc2cc(C)cc(C)c2)CC3)CC1 (configuration not stated),10,-1
Cc1oc2c(C)c3oc(=O)c4c(c3cc2c1C)CCC4,3,9
CCc1cccc(C)c1-n1nnnc1C(C)(CC)N1CCOCC1 (configuration not stated),30,-2
CC(C)(C)OC(=O)N1CCCN(C(=S)Nc2ccc(Cl)cc2Cl)CC1,·,-2
Cn1nc(C(C)(C)C)cc1C(C)(C)C,·,2
O=S1(=O)c2cc(Cl)ccc2Oc2ccccc2CN1Cc1cccc(F)c1,-19,-2
O=S(=O)(CCN1CCCC1)NCCNS(=O)(=O)c1ccc(F)cc1Br,16,0
N#Cc1ccc(C(=O)N2CCC(Nc3ncnc4c3CCC4)C2)cc1 (configuration not stated),-10,0
Cn1nccc1C(=O)N1CCC(O)(c2ccccc2)C(N2CCCC2)C1 (configuration not stated),13,-6
O=S(=O)(c1cccs1)N1CCc2ccccc21,-16,-2
Cc1ccc(-c2ccc(CN3C(CC(C)C)C(=O)N(Cc4cn(CC5CCCCC5)nn4)CCS3(=O)=O)cc2)cc1 (configuration not stated),7,0
O=S(=O)(NCCc1ccccc1)c1cccc2nsnc12,-4,0
O=C(NCC(=O)N1CCN(c2ccccc2)CC1)C1CCCCC1,0,-11
O=C(NCCc1ccncc1)c1ccc2nsnc2c1,-12,-8
Cc1ccccc1C(=O)N1CCC(c2nc(C(=O)N3CCOCC3)c(C)o2)CC1,-6,-3
CCOc1ccc2c(=O)c(-c3ccccc3OC)coc2c1,2,-6
CC(C)NC(=O)N1CCc2c(c(-c3nc(-c4ccccc4)no3)nn2C)C1,12,1
CC(C)C(=O)Nc1cccc(NC(=O)COc2ccc(Br)cc2)c1,-5,2
CCOC(=N)c1nc2c(c(=O)n(C)c(=O)n2C)n1Cc1ccccc1Cl,5,17
C=C(C)C1CC=C(CN2CCC(O)CC2)CC1 (configuration not stated),3,-8
O=C(O)c1ccc(N=C/C=C/c2ccc([N+](=O)[O-])cc2)cc1,35,-1
CNC(=S)NNC(=O)C12CC3CC(CC(C3)C1)C2,-1,·
COc1cc(OC)c(/C=N/O)cc1Br,i,·
COc1cc(S(=O)(=O)N2CCc3ccccc3C2)ccc1Cl,-22,-2

# Structural class, those above with fluorine
SMILES,mHTT CaM bind,Pf apPOL inh
CC1=NOC(=O)/C1=C/c1ccc(OCc2ccccc2F)c(Cl)c1,2,-9
COc1ccccc1N1CCN(S(=O)(=O)c2ccc(F)cc2)C(C)C1=O (configuration not stated),-9,1
Cc1nc(C(F)(F)F)nc(Sc2ccc(Cl)cc2)c1C,·,6
O=C(NCc1ccc(-n2ccnc2)cc1)c1ccc(F)cc1,3,4
CS(=O)(=O)Nc1ccc(F)cc1,-5,-1
O=C(c1ccc(F)cc1)N(Cc1cc(-c2cccs2)on1)C1CC1,-9,0
COc1ccccc1CNC(=O)CCc1csc(NC(=O)c2ccc(F)cc2)n1,-3,-3
O=C(NCc1ccc(-n2cccn2)cc1)c1cnn2c1NC(c1ccco1)CC2C(F)(F)F (configuration not stated),17,-2
O=C(Nc1ccc(N2CCCN(Cc3ccncc3)CC2)nc1)c1ccccc1F,9,-5
COc1ccc(NC(=O)c2cnn3c(C(F)(F)F)cc(-c4cccs4)nc23)c(OC)c1,17,-4
COc1cc(C2CC(=O)Nc3n[nH]c(C)c32)ccc1OCc1ccccc1F (configuration not stated),16,-7
CC(C)c1ccc(C(=O)Nc2cccc(F)c2)cc1,-18,0
CCCn1cnc2c1c(=O)n(CC)c(=O)n2-c1ccc(F)cc1,10,0
Cc1cccc(N=c2oc3c(C)ncc(CO)c3cc2C(=O)Nc2ccc(F)cc2F)c1,6,1
CC(C)n1c(=O)c2c(ncn2Cc2ccccc2)n(-c2ccc(F)cc2)c1=O,6,-4
O=S1(=O)c2cc(Cl)ccc2Oc2ccccc2CN1Cc1cccc(F)c1,-19,-2
O=S(=O)(CCN1CCCC1)NCCNS(=O)(=O)c1ccc(F)cc1Br,16,0
